G9a inh = inhibitors of human histone lysine methyltransferase G9a | G9a H3K9 monomethylation, AlphaScreen, 2 h | Potency, µM (top dose mostly 102 µM), for the others: at the highest dose activity, negative = inhibition, actives largely listed as inhibitors | actives 8.8% (n = 350,000) | AID 504332 | Q96KQ7; further: on the % scale 0 is the no-effect control and ±100 the full control effect; nearly all actives have a fitted effect of over 75% in size
Target sequence (Q96KQ7 913-1193 limits assumed): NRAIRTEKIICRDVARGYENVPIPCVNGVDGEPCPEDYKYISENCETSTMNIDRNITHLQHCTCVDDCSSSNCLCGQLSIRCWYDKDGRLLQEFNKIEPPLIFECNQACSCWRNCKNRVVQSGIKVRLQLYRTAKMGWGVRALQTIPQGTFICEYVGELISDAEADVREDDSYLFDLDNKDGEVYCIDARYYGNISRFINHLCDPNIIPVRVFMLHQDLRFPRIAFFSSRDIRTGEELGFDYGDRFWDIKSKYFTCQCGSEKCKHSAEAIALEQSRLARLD
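Methyltransferase reactions run at room temperature for 2 h (20 nM enzyme, 500 nM biotin-H3K9 peptide, 20 uM SAM) after a 15 min compound preincubation; product detected by AlphaScreen beads and anti-H3K9me1 antibody.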
POLB inh = inhibitors of human DNA polymerase beta | Pol beta primer extension/strand displacement, fluorescence kinetic | Potency, µM (titrated, usually from 114 µM), for the others: top-dose activity change, negative = inhibition, hits mostly inhibitors | actives 1.3% (n = 340,000) | AID 485314; further: on the % scale 0 is the no-effect control and ±100 the full control effect
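Preincubation: enzyme (10 nM) with compound, 15 min, RT. Reaction: substrate added to 50 nM final. Reads: 0 and 10 min. Analysis: normalized, Hill fit.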
JMJD2A Tudor = blocks the human JMJD2A Tudor domain. O75164. AlphaScreen JMJD2A-Tudor / H3K4me3 peptide binding. Potency, µM (series often up to 114 µM), for inactives: at the top dose activity change, negative = inhibition, hits mostly inhibitors. actives 4.4% (n = 390,000). AID 504339; further: on the % scale 0 is the no-effect control and ±100 the full control effect; nearly all actives have a fitted effect of over 50% in size
Pol kappa inh = blocks human DNA polymerase kappa activity; purified Pol kappa, fluorescent DNA synthesis assay, 10 min; Potency, µM (highest dose often 107 µM), for inactives: at the top dose activity, negative = inhibition, most hits filed as inhibitors; Q9UBT6; actives 0.53% (n = 400,000); further: on the % scale 0 is the no-effect control and ±100 the full control effect
Target sequence (Q9UBT6 whole entry, looked up): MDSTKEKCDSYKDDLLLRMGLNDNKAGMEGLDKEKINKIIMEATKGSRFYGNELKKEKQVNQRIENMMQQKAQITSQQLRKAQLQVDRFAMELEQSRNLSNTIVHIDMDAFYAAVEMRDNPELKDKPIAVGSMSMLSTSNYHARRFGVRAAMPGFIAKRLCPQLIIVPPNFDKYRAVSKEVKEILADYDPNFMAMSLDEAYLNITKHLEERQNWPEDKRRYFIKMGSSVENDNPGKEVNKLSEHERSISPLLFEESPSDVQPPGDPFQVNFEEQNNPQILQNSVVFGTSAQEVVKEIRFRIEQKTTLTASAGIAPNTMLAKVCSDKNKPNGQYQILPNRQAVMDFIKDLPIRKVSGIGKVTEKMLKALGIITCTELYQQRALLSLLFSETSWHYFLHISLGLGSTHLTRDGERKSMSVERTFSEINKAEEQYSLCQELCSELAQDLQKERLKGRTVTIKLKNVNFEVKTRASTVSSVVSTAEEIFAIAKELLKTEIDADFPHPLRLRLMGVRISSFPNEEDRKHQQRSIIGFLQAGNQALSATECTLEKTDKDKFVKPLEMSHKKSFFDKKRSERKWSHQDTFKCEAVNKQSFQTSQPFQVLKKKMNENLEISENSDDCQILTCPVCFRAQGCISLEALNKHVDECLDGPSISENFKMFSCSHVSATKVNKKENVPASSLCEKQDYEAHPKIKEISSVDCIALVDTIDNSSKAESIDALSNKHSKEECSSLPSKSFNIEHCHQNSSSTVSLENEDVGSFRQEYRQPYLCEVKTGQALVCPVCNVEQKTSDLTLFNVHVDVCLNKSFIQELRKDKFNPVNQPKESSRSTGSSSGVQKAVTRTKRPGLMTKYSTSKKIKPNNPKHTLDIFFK
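Fluorescent qHTS in 1536-well format: enzyme (10 nM) and compound sat 15 min at room temperature before 50 nM substrate (final) was added. Signal taken at 0 and 10 min; no-enzyme buffer wells were negative controls.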
POLI inh = inhibitors of human DNA polymerase iota; Q9UNA4; Pol iota fluorescent replication assay, 10 min; Potency, µM (series often up to 115 µM), for the others: at the top dose activity, negative = inhibition, actives largely listed as inhibitors; actives 1% (n = 390,000)
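Pol iota at 10 nM preincubated 15 min with compounds at room temperature; reaction started with fluorescent substrate, 50 nM final. Fluorescence read kinetically at 0 and 10 min; buffer-only wells as negative control.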
BLM helicase inh = blocks DNA unwinding by human BLM helicase | AID 2528 | recombinant BLM DNA unwinding, fluorescence dequenching | Potency, µM (titrated, usually from 56.1 µM), without a hit: at the top dose activity change, negative = inhibition, hits mostly inhibitors | P54132 | actives 0.2% (n = 350,000);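 further: plate controls were vehicle for no effect and no enzyme for full effect; nearly all actives have a fitted effect of over 35% in size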
BAZ2B inh = blocks human BAZ2B; actives 4.4% (n = 360,000); Q9UIF8; Potency, µM (doses to about 114 µM), for inactives: at the top dose activity change, negative = inhibition, hits mostly inhibitors; AlphaScreen BAZ2B-H3K14Ac peptide displacement; further: on the % scale 0 is the no-effect control and ±100 the full control effect; nearly all actives have a fitted effect of over 60% in size
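AlphaScreen luminescence quantifies BAZ2B engagement of H3K14Ac peptide; the protein and biotinylated peptide are both at 50 nM final, buffer PBS pH 7.4 with 0.01% Tween-20, all steps at room temperature.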
APEX1 inh = inhibitors of human APE1 endonuclease | P27695 | recombinant APE1, TAMRA/BHQ-2 abasic DNA cleavage fluorescence | Potency, µM (top dose mostly 65.8 µM), for inactives: at the highest dose activity change, negative = inhibition, actives largely listed as inhibitors | actives 0.35% (n = 350,000) | AID 2517;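 further: plate controls were vehicle for no effect and reference inhibitor for full effect; nearly all actives have a fitted effect of over 55% in size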
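Step 1: APE1 (0.75 nM) with compound, 15 min RT. Step 2: add 50 nM fluorophore/quencher THF duplex. Step 3: three fluorescence reads 60 s apart (525/598 nm); read 3 minus read 1 = reaction progress.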
POLH inh = DNA polymerase eta (human) inhibition; Q9Y253; recombinant Pol eta, fluorescent DNA replication assay; Potency, µM (highest dose often 114 µM), without a hit: top-dose activity change, negative = inhibition, actives largely listed as inhibitors; actives 1.2% (n = 390,000); further: on the % scale 0 is the no-effect control and ±100 the full control effect
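Fluorescent replication assay: 50 nM final substrate added after a 15 min room-temperature compound preincubation with 10 nM enzyme. Signal taken at 0 min and again at 10 min.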
The depositor's hits bear a star; u = inconclusive; x = no result given; [ ] = another dose, or the depositor's remark. The call rests on the fitted dose curve; in most records, active means well fitted curve in the direction sought with a large enough effect; inconclusive means small, poorly fitted or top-dose-only effect, or another doubt; inactive means no such curve, though single readings can be large; an effect the other way counts as inactive or inconclusive. Potency means the concentration at half of the fitted maximal effect. The list is partial (hit frequency here may not be typical).

SMILES | G9a inh | POLB inh | JMJD2A Tudor | Pol kappa inh | POLI inh | BLM helicase inh | BAZ2B inh | APEX1 inh | POLH inh
COc1cc(NS(=O)(=O)c2ccc(NC(=O)Cc3ccccc3)cc2)nc(OC)n1 | -1% | -23% | -8% | -4% | 51%[activator] | 0% | -39% | 53%[activator] | -9%
CCN1CCN(C(c2ccccn2)c2c(NC(=O)c3ccccc3)sc(C)c2C)CC1 (stereo unspecified) | 38%[12.7 µM] | 6% | -33%[57.1 µM] | -18% | -4% | -3% | u | -4% | -4%
CCOC(=O)CC1=CSC2=NS(=O)(=O)CCN12 | 11%[59 µM] | 2% | -7% | -4% | -4% | -1% | 8% | 6% | -5%
c1ccc2c(Nc3ccc(N4CCOCC4)cc3)nc(N3CCOCC3)nc2c1 | x | 4% | -33% | 0% | u | 0% | u | -8% | -2%
Cc1ccc(C)c(C(=O)COC(=O)c2n[nH]c3ccccc23)c1 | x | x | -18% | -12% | 55%[activator] | x | x | -22% | -29%
CC(C)CC(=O)N1CC(C)N(C(=O)CC(C)C)CC1C (stereo unspecified) | 14%[59 µM] | 1% | x | x | x | -1% | -1% | -2% | x
CC1=C(C(=O)Nc2ccccc2)C(c2cccs2)n2nc(SCc3ccccc3F)nc2N1 (stereo unspecified) | -21%[59 µM] | 19% | -1% | -6% | u | -3% | -26% | x | 5%
COc1cccc(NC(=O)CSC(N)=O)c1 | 2%[59 µM] | 3% | -5% | -1% | 7% | 2% | -4% | 3% | -1%
COc1cc(OC)cc(C(=O)OCC(=O)NCc2ccc3c(c2)OCO3)c1 | 3% | 9% | -11% | -3% | -14% | -2% | 0% | -4% | -2%
Cc1nn(C(=O)c2c(-c3ccccc3)noc2C)c(C)c1N=Nc1cc(C(F)(F)F)cc(C(F)(F)F)c1 | 6%[12.7 µM] | -5% | -17% | 11% | -12% | -2% | u | -1% | -9%

Laid out differently: results already given
structure	G9a inh	POLB inh	JMJD2A Tudor	Pol kappa inh	POLI inh	BLM helicase inh	BAZ2B inh	APEX1 inh	POLH inh
Cc1ccc(C)c(C(=O)COC(=O)c2n[nH]c3ccccc23)c1	x	x	-18%	-12%	55%[activator]	x	x	-22%	-29%
CC(C)CC(=O)N1CC(C)N(C(=O)CC(C)C)CC1C (stereo unspecified)	14%[59 µM]	1%	x	x	x	-1%	-1%	-2%	x

More records follow.
SMILES | G9a inh | POLB inh | JMJD2A Tudor | Pol kappa inh | POLI inh | BLM helicase inh | BAZ2B inh | APEX1 inh | POLH inh
COc1ccc(N(CC(=O)NCCC2=CCCCC2)S(=O)(=O)c2ccccc2)c(OC)c1 | u | -26% | -21% | 2% | 47%[activator] | -10% | -24% | -5% | -4%
CCOCCn1c(SCC(=O)OCc2ccccc2)nc2c1c(=O)[nH]c(=O)n2C | 26%[12.7 µM] | 19% | -4% | 6% | -9% | 1% | -2% | -12% | -12%
Cc1cc(C(=O)O)ccc1-c1ccc(/C=C2\SC(=O)N(CC(=O)Nc3ccc4c(c3)OCO4)C2=O)o1 | -1%[0.501 µM] | 0% | x | x | x | 11µM* | 18µM* | 6.7µM* | x
CN(C)CCCN(C(=O)c1ccc2c(c1)OCCO2)c1nc2ccc(Cl)cc2s1 | x | 2% | x | x | x | -1% | u | 1% | x
O=C(NC1CCC(c2ccccc2)CC1)c1cccnc1 (stereo unspecified) | x | 3% | -8% | -3% | -26% | 1% | -2% | 10% | -8%
c1ccc(NC2=NCCCCS2)cc1 | 18%[59 µM] | 23% | -17% | -14% | 18% | 1% | -3% | 14% | 8%
CCOc1cc2[nH]c(=O)n(CCCCC(=O)N3CCN(c4ccc(OC)cc4)CC3)c(=O)c2cc1OCC | -9%[59 µM] | -3% | -6% | -6%[60.1 µM] | 12% | -1% | 1% | x | -7%
COc1cccc(Nc2ncc3nc(-c4cccs4)c(=O)n(Cc4cccs4)c3n2)c1 | 7%[0.501 µM] | x | x | -2%[60.1 µM] | x | 0% | x | u | x
CCCCn1c(-c2ccccc2)nc2c(=O)n(C)c(=O)[nH]c21 | -31% | 4% | -15% | -10% | -6% | 1% | 8% | 11% | -5%
CCN(CC)CC(=O)Nc1ccc(C)cc1C(=O)c1ccccc1 | -1%[59 µM] | 7% | -14% | -3% | 52%[activator] | -5% | 1% | 1% | -12%
CC12CCC(C(=O)NCc3ccc4c(c3)OCO4)(C(=O)C1=O)C2(C)C (stereo unspecified) | 45µM* | -12% | 1% | -10% | 2% | 1% | -22% | 3% | 4%
Cc1ccc(-c2nnn3c2nc(NCC(C)c2ccccc2)c2ccccc23)cc1 (stereo unspecified) | 4%[59 µM] | 4% | 6% | -14% | 27% | -7% | 4% | x | -26%
COc1ccc(/C=C2\CC/C(=C\c3ccc(OC)c(OC)c3)C2=O)cc1OC | u | 16% | u | -15% | 0% | -6% | 20µM* | -9% | -3%
CSc1ccc(/C=C/C(=O)N2CCCN(C)CC2)cc1 | 22µM* | 12% | -36% | -3% | 68%[activator] | -5% | -31% | -5% | 7%
Cc1cccc(-n2c(C)nc3cc(C(=O)NCCC4=CCCCC4)ccc32)c1 | -22%[59 µM] | 2% | -34% | -9%[60.1 µM] | u | -9% | -18% | x | -7%
CN=c1sc2ccccc2n1CC(O)COCc1ccco1 (stereo unspecified) | -1%[59 µM] | 6% | -19% | -8% | 9% | 1% | -8% | 15% | 12%
CCOc1ccccc1N1CCN(CC(=O)NC(C)c2ccccc2)CC1 (stereo unspecified) | x | 52% | -6% | 3% | 17% | -2% | -14% | -7% | -19%
O=CN/C=C/c1cc(O)ccc1O | 1.4µM* | u | 3.2µM* | 45µM* | 22µM* | -27% | 79µM* | 10µM* | 50µM*
COC(=O)c1[nH]c2cccc(OC)c2c1NC(=O)CCN1CCC(C(N)=O)CC1 | u | 0% | x | x | x | 8% | -27% | 0% | x
O=C(Nc1c(F)cc(F)cc1Br)c1ccco1 | u | 1% | -8% | -6% | 2%[58.9 µM] | -1% | -8% | 2% | -6%

Structures listed so far with an NH in an aromatic ring:
SMILES | G9a inh | POLB inh | JMJD2A Tudor | Pol kappa inh | POLI inh | BLM helicase inh | BAZ2B inh | APEX1 inh | POLH inh
Cc1ccc(C)c(C(=O)COC(=O)c2n[nH]c3ccccc23)c1 | x | x | -18% | -12% | 55%[activator] | x | x | -22% | -29%
CCOCCn1c(SCC(=O)OCc2ccccc2)nc2c1c(=O)[nH]c(=O)n2C | 26%[12.7 µM] | 19% | -4% | 6% | -9% | 1% | -2% | -12% | -12%
CCOc1cc2[nH]c(=O)n(CCCCC(=O)N3CCN(c4ccc(OC)cc4)CC3)c(=O)c2cc1OCC | -9%[59 µM] | -3% | -6% | -6%[60.1 µM] | 12% | -1% | 1% | x | -7%
CCCCn1c(-c2ccccc2)nc2c(=O)n(C)c(=O)[nH]c21 | -31% | 4% | -15% | -10% | -6% | 1% | 8% | 11% | -5%
COC(=O)c1[nH]c2cccc(OC)c2c1NC(=O)CCN1CCC(C(N)=O)CC1 | u | 0% | x | x | x | 8% | -27% | 0% | x

The results go on.
SMILES | G9a inh | POLB inh | JMJD2A Tudor | Pol kappa inh | POLI inh | BLM helicase inh | BAZ2B inh | APEX1 inh | POLH inh
O=C(/C=N\O)NCCCNCc1ccccc1 | 2%[59 µM] | 36% | -3% | -12%[60.1 µM] | 3% | -3% | 16% | -2% | 5%
COc1cccc(CN(C)C(=O)c2cc(S(=O)(=O)NC3CCCCC3)ccc2C)c1OC | u | x | -18% | -17% | 0% | x | 7% | -20% | -6%
CCNC(=O)COC(=O)Cc1ccc(Cl)cc1Cl | -34% | -12% | 6% | -6% | 97%[activator] | 1% | -14% | -8% | -16%
COc1ccc(CN2CCCC(CNC(=O)c3ccc(F)cc3)C2)c(C)c1C (stereo unspecified) | 19%[12.7 µM] | -2% | -15% | -9% | u | 2% | -13% | 6% | -8%
CCOc1ccc(NS(=O)(=O)c2cc(Br)cc3c2N(C(=O)C2CC2)CC3)cc1 | 7%[59 µM] | 38% | 3% | -3% | 27% | -6% | 0% | x | -19%
Cc1cc(C)c(C2C(C#N)=C(N)Oc3n[nH]c(C)c32)cc1CN1CCOCC1 (stereo unspecified) | 14% | 3% | -22% | -3% | 18% | 0% | 5% | 1% | -5%
Cc1ccc(Cn2c(CNS(=O)(=O)c3ccc(Cl)s3)nc3cccnc32)cc1 | 31%[59 µM] | 1% | -3% | -2%[60.1 µM] | 8% | 0% | -2% | x | -20%
COc1ccc(NS(=O)(=O)c2ccc(C)c(C(=O)N3CCC3)c2)cc1 | u | x | -3% | -12% | -8% | x | -2% | 48%[activator] | -15%
CC(=O)[C@@]1(O)CC[C@H]2[C@@H]3C[C@H](C)C4=CC(=O)C=C[C@]4(C)[C@@]3(F)[C@@H](O)C[C@@]21C | u | -6% | -16% | u | -82% | -5% | 0% | 1% | -25%
COc1cc(C(=O)NNC(=O)Nc2ccc([N+](=O)[O-])cc2)cc(OC)c1OC | -24% | -22% | 0% | -16% | -3% | -1% | 3% | 3% | -4%
Cn1c2ccccc2c2cc(C(=O)OCC(=O)N3CC(=O)Nc4ccccc43)sc21 | 50µM* | 7% | 5% | 0% | 51%[activator] | -4% | -4% | 1% | 3%
O=c1cc(CN2CCc3ccccc3C2)nc2sccn12 | 79µM* | 0% | -6% | -18% | u | -3% | 7% | u | 3%
CCN(CC)S(=O)(=O)c1cc([N+](=O)[O-])ccc1NNC(=O)Nc1ccccc1OC | 28µM* | 1% | u | -18% | 4% | -10% | u | -1% | -4%
NS(=O)(=O)c1cc(C(=O)OCC(=O)N2CCc3ccccc3C2)ccc1Cl | u | x | -10% | -7% | -7% | x | 25% | -1% | 1%
COc1ccc(N(CC(=O)Nc2ccc3c(c2)OCCO3)S(=O)(=O)c2cccnc2)cc1 | -49%[59 µM] | 0% | -16% | 8% | 7% | -4% | -23% | -4% | -10%
O=C(COC(=O)c1ccc(OC(F)(F)F)cc1)Nc1ncccn1 | x | x | 56µM* | u | u | x | x | u | 18µM*
CCCOC(=O)c1c(NC(=O)c2nc3ncccn3n2)sc(C(N)=O)c1C | u | 0% | -15% | -3% | -20% | 1% | -20% | x | -5%
O=C1C(c2ccc(F)cc2)N(CCc2ccccc2)C(=O)CN1C1CCCCC1 (stereo unspecified) | -2%[59 µM] | 11% | -28% | 1%[60.1 µM] | 9% | -1% | 1% | x | -12%
COc1ccc(CN2CCCCC2c2cccnc2)c(OC)c1C (stereo unspecified) | 79µM* | 18% | -32% | -11% | -13% | 1% | u | u | 9%
CCOC(=O)C1=C(CN2CCCCC2)NC(=O)NC1c1ccc(OC)cc1 (stereo unspecified) | -22%[59 µM] | 4% | -5% | -7% | -7% | -1% | -10% | x | -18%

Screening data (PubChem BioAssay)
